High-throughput results from PubChem BioAssay.
PfHsp40 yeast: restores yeast growth despite PfHsp40 toxicity. S. cerevisiae expressing PfHsp40, growth rescue, ATP luminescence. growth rescue, % at 12.5 µM. actives 0.68% (n = 340,000). AID 504582; in the data active means growth rescue above about 28%, passing the limit was not always enough; inconclusive means no clear call, values can overlap the other calls;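 further: yeast W303a lacking pdr1 and pdr3 grown in galactose medium; growth measured after three days at 30 °C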
Y pestis TopoI: inhibitors of Yersinia pestis topoisomerase I | actives 0.064% (n = 360,000) | Y. pestis Topo-I cleavage product accumulation, plate reader | activity, % at 10 µM; in the data active means activity above about 50%, passing the limit was not always enough; inconclusive means no clear call, values can overlap the other calls; further: inactives centre near 2
MazF activator: activators of E. coli MazEF toxin-antitoxin RNase. actives 0.32% (n = 350,000). FAM/BHQ RNA-DNA oligo cleavage fluorescence, 5 h. activation, % at 20 µM; in the data active means activation above about 50%
BH1578 lux ind: inducers of Vibrio cholerae quorum light production without autoinducers; actives 0.16% (n = 350,000); activation, % at 18.7 µM; V. cholerae BH1578 lux reporter, luminescence, 6 h; in the data active means activation mostly above about 9.7%, no sharp cut-off; inconclusive means no clear call, values can overlap the other calls; inactive means mostly below about 3.7%; further: not every result past the cut was called active; inactives centre near 0; reference of the scale not given here
TcdB inh: blocks C. difficile toxin B glycohydrolase activity; P18177; TcdB glycohydrolase enzymatic assay, plate reader; inhibition, % at 9.99 µM; actives 0.24% (n = 350,000); AID 652162; in the data active means inhibition above about 10%
Anthrax LF prot: blocks Bacillus anthracis lethal factor protease; multiplex microsphere protease cleavage assay, LF; inhibition, % at 10 µM; actives 0.12% (n = 360,000); in the data active means inhibition above about 30%; inconclusive means no clear call, values can overlap the other calls; further: plate controls were buffer without enzyme for full effect and enzyme alone for no effect
PriA SSB inh: blocks PriA binding to SSB C-terminal tail | inhibition, % at 33 µM | AlphaScreen SSBct-PriA binding, biotinylated peptide | actives 0.6% (n = 430,000); in the data active means inhibition mostly above about 37%, no sharp cut-off; inactive means mostly below about 20%;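 further: plate controls were negative control peptide for no effect and reference peptide for full effect; strong numbers were not always called active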
VHR inh abs: inhibitors of human VHR1 phosphatase (DUSP3) | inhibition, % at 13.3 µM | P51452 | recombinant VHR phosphatase, pNPP absorbance | AID 1654 | actives 0.52% (n = 290,000); in the data active means inhibition above about 50%; further: some compounds called inactive have numbers as strong as hits
3CLpro inhibitor: SARS-CoV 3CLpro protease inhibition; recombinant SARS-CoV 3CLpro, quenched FRET peptide cleavage; actives 0.14% (n = 290,000); inhibition, % at 6 µM; P0C6X7; in the data active means inhibition above about 12%
Rv3671c protease: inhibitors of M. tuberculosis serine protease Rv3671c; inhibition, % at 5.96 µM; AID 2606; actives 0.048% (n = 320,000); in the data active means inhibition above about 38%;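 further: extracellular domain of Rv3671c used as enzyme; 0% = enzyme with DMSO and 100% = no enzyme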
* marks the source's active call; other numbers are inactive results; i = inactive; u = inconclusive; x = not tested or not shown; & = joins results of further samples.

cpd	Molecule	VHR inh abs	Y pestis TopoI	Rv3671c protease	Anthrax LF prot	MazF activator	BH1578 lux ind	3CLpro inhibitor	TcdB inh	PfHsp40 yeast	PriA SSB inh
1	COc1ccc(N2C(=O)CC(NNC(=O)c3ccc(Br)s3)C2=O)cc1 (stereo unspecified)	2	-7	0	0	1	-2.3	1	-0.1	-1.5	-17
2	Cc1ccc(-c2ccc([C@H]3[C@H]4C=CC[C@@H](C)[C@@H]4C(=O)N3Cc3ccccc3)c(F)c2)cc1	4	-7	6	5	-7	i	x	1.2	-1.0	-16
3	CCCCC(=O)NC(c1ccc(OC)cc1)c1ccc2cccnc2c1O (stereo unspecified)	x	-1	x	6	0	i	x	0.4	x	x
4	CCOC(=O)/C(C(N)=NC(C)C)=C(\O)c1ccccc1	18	0	1	-3	-2	-0.3	-3	x	-0.4	x
5	CC1CCCCN1CCCNc1c(C=O)c(=O)[nH]c2ccccc12 (stereo unspecified)	20	1	x	-6	0	-0.4	3	0.0	-1.6	6
6	Cc1ccc(C(=O)NCC(=O)OC(C)C(=O)Nc2ccc(N(C)C)cc2)cc1C (stereo unspecified)	14	u	3	-6	6	-0.1	5	1.3	0.7	-6
7	Cc1ccccc1-c1nc(CN2CCC(C(=O)NCCN3CCOCC3)CC2)c(C)o1	-4	-10	-2	-1	10	i	0	-2.4	0.0	-6
8	CC(C)(C)CN1C(N)=NC[C@H]1Cc1ccc(O)cc1	26	3	-2	-4	3	i	x	-1.4	-0.2	1
9	Cc1nc(Nc2ncc3c(n2)CC(C)(C)CC3=O)nc2ccccc12	x	6	x	-10	2	-0.3	x	0.0	-1.4	-4
10	COc1ccc(C)cc1Nc1n[n+](-c2ccccc2)c(-c2cc([N+](=O)[O-])cc(OC)c2O)s1	28	-15	-12	-8	445*	i	-4	x	-0.7	2
11	O=C(COC(=O)Cc1cccc(F)c1)NCCc1ccccc1	x	4	-4	3	3	i	x	-1.9	0.3	-11
12	CNC(=O)c1[nH]cnc1C(=O)N[C@@H](CC(C)C)C(=O)OCc1ccccc1	3	3	-10	-3	3	-1.0	-2	x	1.0	-20
13	O=C(CCn1c(=S)oc2ccccc21)N1CCCCC1	-3	0	1	-3	1	-0.2	-1	0.3	-0.1	-5
14	COC(=O)N1CCN(c2ccc(C(C)=O)cc2)CC1	1	-3	10	-5	0	i	4	x	0.4	-9
15	COc1ccc(N2CCN(C(=O)C3CCN(S(=O)(=O)c4cccs4)CC3)CC2)cc1	24	0	-2	-7	-3	0.5	2	-4.0	0.5	-17
16	O=C(Nc1cccc2c1CCCC2)C1CCCN(S(=O)(=O)c2cccc3nonc23)C1 (stereo unspecified)	-10	3	-2	-1	4	-0.4	5	x	0.9	1
17	COc1cc2c(cc1OC)CN(C(=O)CC1CC3CCC1C3)CC2 (stereo unspecified)	6	8	-17	x	10	-0.4	6	x	3.3	-5
18	OCc1ccccc1Cn1ccnc1	x	-2	x	4	11	-3.7	x	1.3	x	x
19	Cn1c(N)c(NC(=S)NC2CCCCC2)c(=O)n(C)c1=O	x	7	x	7	3	i	x	0.3	-0.7	1
20	CC1CN(c2ccccn2)C(C)CN1C(=O)C(O)(c1ccccc1)c1ccccc1 (stereo unspecified)	x	2	x	-3	-10	i	x	1.7	0.2	-3
21	Cc1ccc(N2CCN(C(=O)CN3C(=O)c4ccccc4C3=O)CC2)cc1	25	15	-5	-4	4	-0.3	4	x	2.5	-3
22	Cc1onc(-c2ccccc2)c1C(=O)Nc1sccc1C#N	31	-1	-17	-2	-36	-0.4	-1	1.5	1.0	-13
23	Cc1ccc2c(c1)C=CC(C#N)N2C(=O)Oc1ccccc1 (stereo unspecified)	x	10	x	-1	1	i	x	1.6	x	x
24	O=C(NNC1CC(=O)N(c2cccc(Cl)c2)C1=O)c1cccs1 (stereo unspecified)	3	-9	2	-6	-14	-0.7	-2	x	-1.1	-12
25	N#Cc1ccc(OCc2noc(-c3ccsc3)n2)cc1	4	12	-4	23	12	i	4	-3.0	-1.9	-3
26	CCc1cc(=O)oc2cc(O[C@@H]3O[C@H](CO)[C@@H](O)[C@H](O)[C@H]3O)c(Cl)cc12	27	5	7	1	0	-1.2	-1	0.6	-2.6	-6
27	C#CC[N+](C)(C)CCCCCCCCC	6	-2	7	0	5	0.0	3	0.9	-0.1	-7
28	Cc1ccc(Nc2nc(N)nc(CSc3nccn3C)n2)c(C)c1	15	-3	7	-11	7	i	-7	x	0.0	4
29	CCOc1ccc(NC(=O)C2CC(=O)N(CC)C(=Nc3ccc4c(c3)OCO4)S2)cc1 (stereo unspecified)	-12	7	6	-2	8	2.1	3	x	0.2	6
30	CCOC(=O)c1ccccc1NC(=O)COC	17	4	-5	-1	-10	i	-3	x	-0.4	-9
31	COc1ccc(-c2nnc(SCC(=O)NC3CC3)o2)cc1	x	5	2	6	11	0.8	x	1.1	2.1	0
32	CN1OC[C@@H]2CN(Cc3ccccc3)[C@H](c3cccc(-c4ccccc4)c3)C[C@@H]21	x	u	x	-1	3	i	x	1.4	x	x
33	O=C1/C(=C/c2cccs2)COc2ccccc21	18	6	-5	-1	-1	-0.2	-3	0.1	2.1	-7
34	C=CCN1C(=O)C(CC(=O)NCC)SC1=Nc1ccccc1CC (stereo unspecified)	1	-4	0	-11	-24	-0.3	3	0.8	1.1	-7
35	CCOC(=O)c1c(S(=O)(=O)NCC(=O)Nc2cccc(C)c2C)c(C)n(C)c1C	18	-6	-9	-1	4	i	0	1.1	-0.5	-1
36	COc1ccc(O)c(C(=O)c2cnc3c(c2)CN(C)C(=O)N3)c1	23	-5	-3	-4	3	-0.3	-2	-1.9	-1.7	-11
37	O=C(Nc1cc(Cl)ccc1-n1cncn1)c1cccc(S(=O)(=O)N2CCOCC2)c1	x	13	1	-1	7	i	x	1.5	0.0	-1
38	COCC(C)n1c(SCc2ccc(C(=O)OC)o2)nc2ccccc2c1=O (stereo unspecified)	-12	2	3	-10	-2	i	-3	0.8	-0.8	-6
39	CCOC(=O)C1(Cc2ccc(OC)cc2)CCN(C(=O)Cn2cnnn2)CC1	13	-3	3	-2	7	-0.3	2	1.6	0.2	4
40	Nc1nc(Cl)cc(N2CCOCC2)n1	2	-5	5	3	0	i	1	x	0.4	-12&-2
41	CCN1C(=O)[C@@H]2[C@@H](c3ccc(SC4CCCCC4)c(OC)c3)N3CCC[C@@]3(C(=O)OC)[C@@H]2C1=O	x	16	-4	-3	1	2.4	x	1.0	0.2	9
42	CON(c1nc(Cl)nc(N(C)C)n1)S(=O)(=O)c1ccc(C)cc1	10	1	2	0	6	i	3	-0.9	0.7	3
43	C/C(=N\NC(=S)NCc1ccccc1)c1ccc(C#N)cc1	13	-4	1	2	-2	-0.3	3	0.6	-1.8	x
44	COc1ccc([N+](=O)[O-])cc1NC(=O)Cc1ccc(C)cc1	-4	0	-8	-1	-1	-0.5	5	-0.7	-2.0	0
45	Cc1cccc(CC(=O)NC2CCCCCC2)c1	22	10	6	-11	9	-0.1	-3	0.2	0.0	-4
46	Cn1c2ccccc2c2c(=O)oc3ccccc3c21	x	-2	x	-2	-6	i	x	0.8	2.1	-6
47	CCCCn1cnc2c(Sc3c([N+](=O)[O-])ncn3C)nc(N)nc21	x	2	x	-6	4	-0.8	x	1.0	0.4	-7
48	CCCN(CCC)C1=CC(=[N+]2CCCC2)CC(C)(C)C1	8	1	2	1	8	-0.2	3	0.5	-0.4	9
49	CCOc1ccc(CC(=O)NNC(=O)NC2CCCCC2)cc1	23	3	-6	-5	-6	i	3	1.3	0.7	-24
50	CCC(=O)c1cc(F)c(N2CCN(S(=O)(=O)c3ccccc3)CC2)cc1C	-2	9	-11	-7	2	i	4	x	1.0	-16

Fetched by compound from the list above, 5 records:
cpd	Molecule	VHR inh abs	Y pestis TopoI	Rv3671c protease	Anthrax LF prot	MazF activator	BH1578 lux ind	3CLpro inhibitor	TcdB inh	PfHsp40 yeast	PriA SSB inh
50	CCC(=O)c1cc(F)c(N2CCN(S(=O)(=O)c3ccccc3)CC2)cc1C	-2	9	-11	-7	2	i	4	x	1.0	-16
44	COc1ccc([N+](=O)[O-])cc1NC(=O)Cc1ccc(C)cc1	-4	0	-8	-1	-1	-0.5	5	-0.7	-2.0	0
47	CCCCn1cnc2c(Sc3c([N+](=O)[O-])ncn3C)nc(N)nc21	x	2	x	-6	4	-0.8	x	1.0	0.4	-7
46	Cn1c2ccccc2c2c(=O)oc3ccccc3c21	x	-2	x	-2	-6	i	x	0.8	2.1	-6
45	Cc1cccc(CC(=O)NC2CCCCCC2)c1	22	10	6	-11	9	-0.1	-3	0.2	0.0	-4

Further results.
cpd	Molecule	VHR inh abs	Y pestis TopoI	Rv3671c protease	Anthrax LF prot	MazF activator	BH1578 lux ind	3CLpro inhibitor	TcdB inh	PfHsp40 yeast	PriA SSB inh
51	NC(=S)Nc1ncc(C(F)(F)F)cc1Cl	5	19	-7	-1	4	-0.2	-1	0.9	-0.8	-7
52	COc1ccc(OC)c(NC(=O)C2(C)CCN2CCOc2ccccc2)c1 (stereo unspecified)	x	19	x	-3	x	1.1	x	2.0	x	x
53	CCOC(=O)C1CCCN(C(=O)CSc2ccc(NC(C)=O)cc2)C1 (stereo unspecified)	9	2	-1	0	-6	i	3	0.9	3.0	-4
54	CSCCC(NC(N)=O)C(=O)NCC1CCCCC1 (stereo unspecified)	0	4	0	2	12	i	5	x	-0.5	-11
55	C#CC(CO)N(CCN(Cc1ccccc1)C(C#C)CO)Cc1ccccc1 (stereo unspecified)	12	26	1	0	-37	0.5	1	x	0.1	7
56	CCCn1c(C)cc(C=O)c1C	4	18	-2	-4	9	-0.3	-3	0.5	0.4	2
57	COc1cc(/C=C/C(=O)OCC(=O)N2CCN(S(=O)(=O)c3ccc(C)cc3C)CC2)ccc1OC(F)F	x	9	x	-5	-10	-0.9	x	0.3	-1.0	1
58	O=S(Cc1ccccc1)c1ccccc1 (stereo unspecified)	x	0	x	-2	3	1.2	x	1.0	-0.6	-10
59	COc1cc(OC)cc(C(=O)NC2CC3CCC(C2)N3Cc2ccco2)c1 (stereo unspecified)	3	-8	x	0	9	i	1	x	0.4	-6
60	Cc1ccc(-c2csc(SCC(=O)c3c(N)n(C4CC4)c(=O)[nH]c3=O)n2)cc1	x	4	x	x	-35	i	x	2.6	-0.3	-10
61	COc1ccc(NC(=O)/C(=C\c2ccncc2)NC(=O)c2ccccc2)cc1	-2	0	-3	-4	6	-0.4	2	-1.4	2.1	-10
62	Cc1ccc(SCC2=NNC(=O)C2)cc1	12	-9	-53	-2	7	i	1	x	0.7	-14
63	CC1=C(C(=O)OCCC(C)C)C(c2ccc3c(c2)OCO3)NC(=O)N1 (stereo unspecified)	11	43	x	-7	5	-0.5	-3	0.9	0.5	5
64	CN(C)c1ccc(N2C(=NC(=O)CC3CCCCC3)SC3CS(=O)(=O)CC32)cc1 (stereo unspecified)	2	-3	6	-3	-6	i	-3	0.4	0.5	7
65	CCOC(=O)c1cc(C#N)c(Nc2ccccc2OC)nc1C(F)(F)F	12	-1	6	3	8	i	-3	0.2	0.3	-6
66	CC(NCc1ccccc1O)c1ccccc1 (stereo unspecified)	6	0	-4	2	2	0.2	2	-1.6	-1.2	6
67	CCCC[C@@]1(C2CCCC2)Cc2cc(OCC(=O)O)c(Cl)c(Cl)c2C1=O	x	0	0	-9	-5	-3.0	x	-7.9	0.1	-11
68	CCCN(CCC)CCNc1c(N2CCN(C(=O)OCC)CC2)c(=O)c1=O	10	-1	-3	-4	6	-0.2	0	-7.8	1.0	3
69	COCCCNC(=O)CC(NS(=O)(=O)c1ccc(OC)cc1)c1ccc(OC)cc1 (stereo unspecified)	-9	-4	8	0	7	-0.1	5	x	-0.2	1
70	O=C(O)CCc1ccc(-c2ccccc2)n1NC(=O)c1cccs1	18	-1	6	-5	-6	-0.6	0	0.7	-1.8	-8

These rows are one share of the data; rates above refer to the full screens.
